Screening data from PubChem BioAssay.
MEP2-GFP yeast: modulators of TOR pathway MEP2-GFP in S. cerevisiae. S. cerevisiae MEP2-GFP strain, flow cytometry GFP, 3 h; 100% = DMSO control level. GFP response vs DMSO, % at 10 µM. actives 0.51% (n = 330,000). AID 2016;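 active = GFP response versus DMSO above a set limit, roughly screen mean plus 3 SD, cut at about 180% in these data; inconclusive = fewer than 70 cells counted for a yeast strain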;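 note: median GFP fluorescence of the barcode-gated MEP2-GFP cells per well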
LAP4-GFP MLPCN: yeast TOR pathway LAP4-GFP modulation; S. cerevisiae LAP4-GFP multiplex, flow cytometry GFP, 3 h; median GFP as percent of DMSO wells; GFP response vs DMSO, % at 10 µM; actives 0.34% (n = 320,000); AID 2023;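 active = GFP response vs DMSO above a set limit, about the screen mean plus 3 SD, cut at about 150% in these data; inconclusive = under 70 cell events counted for the yeast strain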
GASC-1 inh: inhibitors of human GASC-1 (JMJD2C) demethylase. Q9H3R0. GST-JMJD2C(1-420) H3K9me3 demethylation, DELFIA europium. inhibition, % at 2.35 µM. actives 0.069% (n = 330,000). AID 2099;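 active = more than half of a compound's replicate wells show inhibition beyond 50%, single wells judged on their own value; inconclusive = some, but no more than half, of replicates pass 50% inhibition; inactive = no replicate passes 50% inhibition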;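 note: signal counts dimethyl H3K9 product captured on neutravidin plate; 0% = median of DMSO wells and 100% = 0.3 times that DMSO median; strong numbers were not always called active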
Target sequence (Q9H3R0 1-420 limits assumed): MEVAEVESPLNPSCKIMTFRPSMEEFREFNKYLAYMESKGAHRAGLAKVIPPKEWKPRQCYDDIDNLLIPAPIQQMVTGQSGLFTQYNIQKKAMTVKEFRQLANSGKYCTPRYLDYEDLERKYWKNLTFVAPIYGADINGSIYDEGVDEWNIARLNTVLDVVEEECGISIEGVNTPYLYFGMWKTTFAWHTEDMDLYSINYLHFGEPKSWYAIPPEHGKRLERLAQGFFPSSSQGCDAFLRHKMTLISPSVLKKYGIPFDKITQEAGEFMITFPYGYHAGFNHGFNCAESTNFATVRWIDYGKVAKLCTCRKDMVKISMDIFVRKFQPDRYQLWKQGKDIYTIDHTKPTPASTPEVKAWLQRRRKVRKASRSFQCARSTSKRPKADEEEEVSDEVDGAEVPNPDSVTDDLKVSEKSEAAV
VLA-4 inh: inhibition in a human VLA-4 binding assay; P13612; VLA-4 expressing cells, ligand binding flow cytometry; inhibition, % (about 7 µM as worked out from the volumes in the protocol); actives 0.2% (n = 330,000); AID 2557; in the data active = inhibition above about 50%
CIT2-GFP yeast: alters CIT2-GFP fluorescence in TOR pathway yeast screen; actives 0.065% (n = 320,000); GFP response vs DMSO, % at 10 µM; S. cerevisiae CIT2-GFP strain, flow cytometry, 3 h; 100 means same as DMSO wells; AID 2029;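 active = GFP response relative to DMSO above a set limit, near the screen mean plus 3 SD, cut at about 150% in these data; inconclusive = Fewer than 70 cells measured for a yeast strain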;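 note: ratio of well median GFP fluorescence to mean of DMSO wells on the plate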
AGP1-GFP MLPCN: alters AGP1-GFP fluorescence in TOR pathway yeast screen; S. cerevisiae AGP1-GFP multiplex flow cytometry, 3 h; GFP as percent of DMSO wells; GFP response vs DMSO, % at 10 µM; actives 0.02% (n = 320,000); AID 2066;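 active = GFP response relative to DMSO above a set limit, near screen average plus 3 SD, cut at about 150% in these data; inconclusive = fewer than 70 cells counted for the yeast strain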;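 note: median GFP channel fluorescence of the gated AGP1 strain per well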
GRK2 aptamer HTS: inhibitors of human GRK2 displacing RNA aptamer. P25098. inhibition of aptamer binding, % at 10 µM. actives 0.59% (n = 330,000). AID 488847. bead flow cytometry, FAM-aptamer displacement from GRK2;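 active = inhibition of aptamer binding above 40%, roughly 3 SD of noise, on plates passing a quality check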;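 note: median bead fluorescence of bound FAM aptamer so fluorescent compounds give negative values; no value below 0 was filed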
Target sequence (P25098 whole entry, looked up): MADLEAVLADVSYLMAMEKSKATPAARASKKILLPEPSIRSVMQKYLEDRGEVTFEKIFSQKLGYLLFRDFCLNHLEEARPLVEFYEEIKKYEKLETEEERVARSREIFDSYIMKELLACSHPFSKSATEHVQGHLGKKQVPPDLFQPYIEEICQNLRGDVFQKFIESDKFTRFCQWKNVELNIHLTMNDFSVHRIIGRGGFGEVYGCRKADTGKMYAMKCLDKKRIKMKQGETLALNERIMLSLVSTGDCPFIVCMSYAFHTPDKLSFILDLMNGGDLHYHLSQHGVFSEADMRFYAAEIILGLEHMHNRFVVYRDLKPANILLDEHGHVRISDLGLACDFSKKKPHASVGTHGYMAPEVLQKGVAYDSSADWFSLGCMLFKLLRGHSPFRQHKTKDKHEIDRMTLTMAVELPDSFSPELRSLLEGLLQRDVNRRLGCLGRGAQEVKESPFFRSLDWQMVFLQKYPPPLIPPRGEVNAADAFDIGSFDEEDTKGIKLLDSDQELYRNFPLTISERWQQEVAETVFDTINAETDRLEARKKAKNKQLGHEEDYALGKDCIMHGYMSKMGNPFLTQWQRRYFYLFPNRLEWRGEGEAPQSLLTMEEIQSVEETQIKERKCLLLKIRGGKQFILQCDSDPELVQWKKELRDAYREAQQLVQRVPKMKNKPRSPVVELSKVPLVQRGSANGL
RPL19A TOR yeast: modulators of TOR pathway RPL19A-GFP in S. cerevisiae; percent response vs DMSO, % at 10 µM; actives 0.3% (n = 330,000); AID 2025; S. cerevisiae RPL19A-GFP strain, flow cytometry, 3 h; active compounds read low;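 active = percent response vs DMSO below 50%; inconclusive = fewer than 70 events counted for the yeast strain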;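 note: median channel GFP fluorescence of the barcoded RPL19A-GFP strain; ratio of sample median GFP to plate DMSO average so 100% = DMSO; lower means less RPL19A-GFP as with rapamycin TOR inhibition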
Active calls of the source: *; ? = inconclusive; . = no result given; [ ] = another dose, or the depositor's remark.

RPL19A TOR yeast | VLA-4 inh | AGP1-GFP MLPCN | MEP2-GFP yeast | LAP4-GFP MLPCN | CIT2-GFP yeast | GASC-1 inh | GRK2 aptamer HTS | structure
96 | -3 | 95 | 98 | 99 | 97 | -3 | 0 | CCN(Cc1ccc2c(c1)OCO2)C(=O)CSc1nc(C)nc2sc(C)c(C)c12
96 | 7 | 97 | 93 | 109 | 82 | 6 | 2 | Cc1cccn2c(=O)c(C=O)c(NCc3ccccc3)nc12
101 | 3 | 100 | 98 | 91 | 102 | -11 | 2 | COc1ccc(/C=N/NC(=O)CCn2cnc(-c3ccccc3)c2-c2ccccc2)cc1OC
96 | 7 | 94 | 100 | 108 | 91 | 1 | 0 | O=C(COC(=O)Cc1ccc(Cl)cc1)Nc1ccccc1F
102 | 1 | 97 | 99 | 99 | 92 | 47 | 4 | O=S(=O)(NCc1ccc2c(c1)OCO2)c1cccc(F)c1
93 | 8 | 108 | 99 | 101 | 102 | 2 | 2 | Cc1ccc(Cl)cc1N=C(N)N=C(N)N
98 | 9 | 93 | 96 | 96 | 98 | 10 | 0 | O=C(COC(=O)C1CC2CCCC(C1)C2=O)NC1CCCCC1 (stereo not drawn)
103 | 0 | 101 | 102 | 99 | 105 | 1 | 3 | CCOC(=O)N1CCN(C(=O)Nc2ccc3nc(C)c(C)nc3c2)CC1
102 | 7 | 101 | 103 | 105 | 100 | 2 | 1 | Cc1ccc(N(CC(=O)NC2CCCCC2)C(=O)CNC(=O)c2ccco2)cc1C
92 | 3 | 95 | 99 | 98 | 93 | -17 | 0 | O=C(c1ccco1)N1CCN(C(=O)C(Sc2ccccc2)c2ccccc2)CC1 (stereo not drawn)
103 | -12 | 104 | 97 | 102 | 106 | -11 | 0 | CNc1nc(-c2ccccc2)nc(-c2ccc(OC)cc2)c1C#N
95 | -5 | 97 | 95 | 104 | 100 | -6 | 2 | c1ccc(-c2cc(CSc3nc4ccccc4[nH]3)on2)cc1
100 | 18 | 87 | 95 | 99 | 89 | -1 | 2 | CC(C)(C)NC(=O)c1nc2ccccc2s1
97 | -8 | 103 | 100 | 105 | 99 | 4 | 3 | COc1ccc(CC(=O)Nc2nn(C)c3nc4c(C)cccc4cc23)cc1
98 | 4 | 91 | 107 | 96 | 88 | 4 | 0 | Cc1ccc2nc(NC(=O)C3CC(=O)N(Cc4ccco4)C3)sc2c1 (stereo not drawn)

The final two records of the section above come first, to join the parts.
RPL19A TOR yeast | VLA-4 inh | AGP1-GFP MLPCN | MEP2-GFP yeast | LAP4-GFP MLPCN | CIT2-GFP yeast | GASC-1 inh | GRK2 aptamer HTS | structure
97 | -8 | 103 | 100 | 105 | 99 | 4 | 3 | COc1ccc(CC(=O)Nc2nn(C)c3nc4c(C)cccc4cc23)cc1
98 | 4 | 91 | 107 | 96 | 88 | 4 | 0 | Cc1ccc2nc(NC(=O)C3CC(=O)N(Cc4ccco4)C3)sc2c1 (stereo not drawn)
107 | 8 | 99 | 120 | 99 | 100 | 14 | 0 | c1ccc(-c2nc(NC3CCCC3)c3ccccc3n2)cc1
102 | -5 | 98 | 105 | 87 | 97 | 1 | 0 | Cc1ccc(NC(=O)CN(C)CC(=O)Nc2ccc(N3CCOCC3)cc2)cc1F
103 | 21 | 95 | 103 | 96 | 96 | 11 | 1 | O=C(CN1CCN(c2ccccn2)CC1)Nc1cc(F)ccc1F
106 | 10 | 107 | 102 | 108 | 106 | -1 | 0 | CCCn1nc(C(=O)Nc2cccc(S(=O)(=O)N(C)c3ccccc3)c2)c2ccccc2c1=O
95 | -14 | 94 | 82 | 89 | 93 | -6 | 1 | O=C(CNS(=O)(=O)c1ccc(Br)s1)NCc1ccccc1
94 | 29 | 94 | 90 | 91 | 89 | 0 | 0 | Cc1ccsc1C1CC(=O)NC2=C1C(=O)CC(C)(C)C2 (stereo not drawn)
101 | -5 | 102 | 96 | 98 | 98 | 4 | 5 | C/C(=N/NC(=O)CC1N=C(Cc2ccccc2)NNC1=O)c1cccnc1 (stereo not drawn)
104 | 7 | 110 | 108 | 98 | 104 | -20 | 0 | Clc1nc2nc3n(c2nc1Cl)CCC3
100 | 10 | 93 | 98 | 94 | 99 | -19 | 0 | Cn1c(SCC(=O)NC2CCCCC2)nnc1-c1ccncc1
111 | 10 | 109 | 109 | 100 | 106 | -10 | 0 | O=C(NCc1ccccc1)c1ncn[nH]1
96 | 1 | 98 | 97 | 109 | 91 | 6 | 5 | COCCN(C(=O)CSCC(=O)Nc1ccc(C)cc1)c1c(N)n(CC(C)C)c(=O)[nH]c1=O
102 | 12 | 102 | 109 | 76 | 109 | 11 | 4 | CC1=NN(c2ccc(Cl)cc2)C(=O)C1C(c1ccccc1O)c1c(C)[nH]n(-c2ccc(Cl)cc2)c1=O (stereo not drawn)
100 | 0 | 94 | 98 | 89 | 101 | 6 | 0 | O=C(Nc1ccc(F)cc1)c1nc[nH]c1C(=O)Nc1ccc([N+](=O)[O-])cc1
97 | 5 | 89 | 98 | 96 | 94 | 11 | 0 | CCOc1ccccc1/C=N/NC(=O)c1cccc(S(=O)(=O)N2CCOCC2)c1
100 | 8 | 101 | 103 | 105 | 100 | 12 | 3 | O=C(NC(Cc1ccccc1)C(=O)O)/C(=C\c1ccccc1)NC(=O)c1ccco1 (stereo not drawn)
100 | 13 | 97 | 104 | 92 | 95 | 0 | 0 | COc1ccc(N2C(=O)NC(NC(=O)C(C)(C)C)(C(F)(F)F)C2=O)cc1 (stereo not drawn)
97 | 32 | 99 | 107 | 97 | 93 | 11 | 0 | Cc1nc(SCC(=O)c2ccccc2)n[nH]1
103 | 12 | 105 | 102 | 104 | 95 | . | 0 | O=C1N[C@@H](c2ccccc2)COC(=O)[C@@H](Cc2ccc(F)cc2)CC/C=C/C[C@@H]1CC(=O)N(CCO)Cc1ccccc1
97 | 10 | 102 | 97 | 104 | 100 | -9 | 0 | O=C(Nc1ccc(S(=O)(=O)Nc2nccs2)cc1)C(F)(F)F
102 | 2 | 96 | 101 | 95 | 111 | -5 | . | Cc1cc(NS(=O)(=O)c2ccc(NC(=O)C(F)(F)F)cc2)nc(C)n1
94 | 3 | 92 | 93 | 101 | 93 | 21 | 0 | O=C(NCCN1CCN(S(=O)(=O)c2ccc(F)cc2)CC1)C(=O)NCc1ccccc1
101 | -4 | 101 | 112 | 101 | 106 | -4 | 0 | O=C(CN(CC1CCCO1)C(=O)CNS(=O)(=O)c1ccc(F)cc1)NC1CCCC1 (stereo not drawn)
104 | 19 | 100 | 97 | 96 | 99 | 0 | 1 | CC1(C)C2CCC(C2)C1(C)NC(=O)CNCC1CCCCC1 (stereo not drawn)
101 | 8 | 107 | 95 | 104 | 104 | 185 | 0 | COc1cccc(C2c3c(oc4ccc(F)cc4c3=O)C(=O)N2CCN2CCOCC2)c1OC (stereo not drawn)
100 | -3 | 101 | 103 | 94 | 105 | 8 | 0 | O=C(c1coc(=O)c2ccccc12)N1CCN(Cc2ccccc2)CC1
86 | -8 | 86 | 89 | 79 | . | -20 | 0 | COc1cccc(OC)c1C(=O)NC(=S)NCc1ccco1
97 | 2 | 99 | 97 | 89 | . | 0 | 2 | O=C(Cc1cccs1)N1CCC(c2nc3c(nnn3Cc3ccccc3Cl)c(=O)[nH]2)CC1
102 | 19 | 103 | 102 | 98 | 100 | -22 | 1 | CCOC(=O)c1[nH]c2ccccc2c1NC(=O)CCN1CC(C)OC(C)C1 (stereo not drawn)
106 | 7 | 96 | 94 | 98 | 86 | -11 | 5 | CCOc1ccc(OCC(=O)c2c(O)c3ccccc3oc2=O)cc1
105 | -16 | 106 | 106 | 105 | 106 | 5 | 2 | COc1ccccc1CNC(=O)C(Cc1c[nH]c2ccccc12)NC(=O)OCc1ccccc1 (stereo not drawn)
101 | -11 | 103 | 96 | 112 | 98 | 10 | 3 | O=C(NCCOCCNC(=O)OCc1ccccc1)OCc1ccccc1
101 | -7 | . | 95 | 100 | 95 | 4 | 0 | COc1ccc(Cc2nnc(Nc3ccc(C)cc3C)[nH]c2=O)cc1
106 | 3 | 111 | 111 | 113 | 109 | 3 | 0 | Cc1cccc(NC(=O)CSCC(=O)N2CCN(C(=O)c3ccco3)CC2)c1
99 | 4 | 105 | 99 | 104 | 98 | -2 | 0 | O=C(NCc1ccco1)c1ccc2c(c1)N(Cc1ccc(Cl)cc1)CCS2
101 | 12 | 99 | 101 | 95 | . | 64 | 9 | CC(=O)CSc1nnc(-c2ccc3c(c2)OCO3)o1
107 | -4 | 109 | 107 | 99 | 107 | -4 | 2 | Cc1cc(C)cc(NC(=O)CCCn2nc(C)c3c(C)n(-c4ccccc4)nc3c2=O)c1
102 | -1 | 97 | 102 | 88 | 105 | -3 | 0 | COc1cc(C2CC(=O)N(CC(=O)NCC3CCCO3)c3ccccc3S2)cc(OC)c1OC (stereo not drawn)
95 | 7 | 104 | 99 | 98 | 89 | 3 | 1 | COc1cc(NC(=O)CSCc2cnn(-c3ccccc3)c2-n2cccc2)cc(OC)c1
102 | 4 | 103 | 103 | 97 | 103 | -22 | 6 | Cc1ccc(S(=O)(=O)c2nnn3c2nc(N2CCC(C(N)=O)CC2)c2ccccc23)cc1
91 | 8 | 99 | 96 | 105 | 100 | -4 | 9 | CCOc1ccc(C(=O)OC(C)CN2CCN(C)CC2)cc1 (stereo not drawn)
95 | 4 | 100 | 94 | 97 | 94 | 3 | 1 | O=C(Cn1cnc2ccccc2c1=O)NCCC(=O)N1CCN(c2ccccc2)CC1
92 | 13 | 100 | 95 | 103 | 95 | 11 | 0 | CCOc1cc(CN2CCC(CO)(Cc3cccc(C(F)(F)F)c3)CC2)ccc1OC
99[may fluoresce violet] | 9 | 23[may fluoresce violet] | 110[may fluoresce violet] | 94[may fluoresce violet] | ? | -18 | 5 | CCOc1cc(-c2cc(-c3ccc(N)cc3)nc(N)c2C#N)ccc1O
103 | 16 | 94 | 95 | 95 | 97 | -15 | 1 | O=C(CSc1nc(-c2ccccc2)c(-c2ccccc2)o1)NCCCO
98 | 4 | 98 | 103 | 93 | 94 | 0 | 1 | Cc1ccc(NC(=O)CCCC(=O)O)c(Br)c1
104 | 0 | 103 | 106 | 118 | 105 | 14 | 1 | O=C(c1ccccc1)c1n[nH]c(-c2ccccc2)cc1=O
102 | 21 | 104 | 100 | 85 | 108 | -10 | 2 | CCN(CC)S(=O)(=O)c1ccc(Cl)c(NC(=O)CSc2nnc(-c3cccs3)o2)c1
99 | 5 | 95 | 106 | 105 | 99 | -25 | 0 | Cc1ccc(-c2csc(Nc3ccccn3)n2)cc1
99 | -4 | 100 | 96 | 105 | 99 | 1 | 0 | CCOC(=O)N1CCN(C(=O)c2c[nH]c3ccc(S(=O)(=O)N(C)c4cccc(C)c4)cc3c2=O)CC1
106 | 15 | 101 | 106 | 98 | 106 | 0 | 0 | Cc1ccccc1Cn1nc(C)c(NC(=O)C2(C)CC2(Cl)Cl)c1C (stereo not drawn)
101 | 19 | 105 | 110 | 97 | 108 | -9 | 4 | CC1CC1C(=O)OCC(=O)Nc1cccc([N+](=O)[O-])c1 (stereo not drawn)
102 | 1 | 72 | 110 | 104 | 111 | 22 | 0 | COc1cccc(N2CCN(c3ccc4nnc(CCC(=O)Nc5cc(C)ccn5)n4n3)CC2)c1
101 | 18 | 93 | 102 | 101 | 86 | 0 | 2 | CCOc1ccc(C(=O)c2cccs2)cc1

Rows are unselected (roughly 1.7% active in at least one column).
